HePTP inhibitor = inhibitors of human HePTP phosphatase, primary screen, biochemical, absorbance, leukemia target; 0.64% of 110,000 active; inhibition, % at 20 µM; recombinant HePTP phosphatase activity, OD absorbance; in the data active = inhibition above about 50%;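 note: plate controls were vehicle for no effect and reference inhibitor for full effect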
Target sequence (P35236 whole entry, looked up): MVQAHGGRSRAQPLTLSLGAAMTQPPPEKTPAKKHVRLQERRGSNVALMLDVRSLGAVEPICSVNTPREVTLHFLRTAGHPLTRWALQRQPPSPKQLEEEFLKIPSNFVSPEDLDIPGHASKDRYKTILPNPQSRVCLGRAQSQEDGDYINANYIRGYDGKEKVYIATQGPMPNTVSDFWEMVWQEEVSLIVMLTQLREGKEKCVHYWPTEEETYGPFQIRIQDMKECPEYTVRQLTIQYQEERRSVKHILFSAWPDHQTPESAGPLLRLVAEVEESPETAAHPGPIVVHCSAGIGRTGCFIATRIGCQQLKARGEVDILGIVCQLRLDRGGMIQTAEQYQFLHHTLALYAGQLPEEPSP
BAP1 block = inhibitors of BAP1 deubiquitinase, primary screen, biochemical, Ub-AMC fluorescence, kinetic. Ubiquitin carboxyl-terminal hydrolase BAP1 (Homo sapiens), Q92560. recombinant BAP1, Ub-AMC hydrolysis fluorescence kinetic; stronger effect = lower value. activity remaining (% of control), % at 20 µM. 0.48% of 72,000 active. AID 436, 2006;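 active = activity remaining at or below 50% of control, provided the compound also passes the data quality filters; inactive = the rest, including low values that fail the filters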;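 note: 100% = DMSO wells rate and 0% = substrate alone blank rate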
Target sequence (Q92560 whole entry, looked up): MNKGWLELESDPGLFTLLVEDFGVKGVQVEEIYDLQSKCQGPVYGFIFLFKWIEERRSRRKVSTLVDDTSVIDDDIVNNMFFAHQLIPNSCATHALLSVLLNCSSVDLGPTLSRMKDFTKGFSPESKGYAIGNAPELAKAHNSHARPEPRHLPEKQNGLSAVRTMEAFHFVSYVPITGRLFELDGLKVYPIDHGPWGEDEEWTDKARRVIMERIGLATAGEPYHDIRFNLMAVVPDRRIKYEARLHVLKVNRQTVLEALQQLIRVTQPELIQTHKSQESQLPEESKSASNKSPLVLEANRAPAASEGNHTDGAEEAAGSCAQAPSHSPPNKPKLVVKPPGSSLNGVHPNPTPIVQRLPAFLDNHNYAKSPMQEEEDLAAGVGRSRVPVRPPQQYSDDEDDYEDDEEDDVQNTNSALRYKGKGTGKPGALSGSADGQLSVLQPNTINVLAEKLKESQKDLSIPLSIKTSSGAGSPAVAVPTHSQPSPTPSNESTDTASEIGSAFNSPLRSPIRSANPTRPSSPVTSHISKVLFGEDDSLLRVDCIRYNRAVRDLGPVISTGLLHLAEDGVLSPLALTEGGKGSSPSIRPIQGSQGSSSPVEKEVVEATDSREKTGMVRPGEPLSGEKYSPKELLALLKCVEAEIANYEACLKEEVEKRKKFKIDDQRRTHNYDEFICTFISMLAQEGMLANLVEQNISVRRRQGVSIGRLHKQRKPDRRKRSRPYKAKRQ
Numbers without * were called inactive; & = joins results of further samples.

NC1=NC(=O)/C(=C/c2ccc(-c3cc([N+](=O)[O-])ccc3Cl)o2)S1 was read as HePTP inhibitor 98.9*.
Screening COc1nc(N)nc(CC(=O)C2CC2)n1 returned HePTP inhibitor -4.9 and BAP1 block 105.3.
For CCOC(=O)CCc1c(C)c(C#N)c2nc3ccccc3n2c1-n1ccnc1C the results were HePTP inhibitor 7.5 and BAP1 block 95.1.
CC(C1CC1)N(C(=O)NC1CCS(=O)(=O)C1)c1ccccc1 (stereo unspecified) was read as HePTP inhibitor 9.6 and BAP1 block 89.0.
For C[C@H](NC(=O)Nc1ccc2c(c1)OCCO2)C(=O)O the results were HePTP inhibitor -3.7 and BAP1 block 100.0.
For Cc1ccc2c(CC(=O)OCc3nc(N)nc(Nc4ccccc4C)n3)coc2c1 the results were HePTP inhibitor 1.7 and BAP1 block 96.1.
Screening COc1ccc2c(c1)c(CC(=O)O)c(C)n2C(=O)c1ccccc1 returned BAP1 block 88.7.
COc1ccc(-c2nc3ccccc3o2)cc1NC(=O)c1cc2ccccc2cc1OC was read as HePTP inhibitor 9.3.
`CCSc1sccc1C1C(C#N)=C(N)N(c2cccnc2)C2=C1C(=O)CCC2` (stereo unspecified) gave HePTP inhibitor 10.4 and BAP1 block 47.0*.
COCCn1c(CCC(=O)O)nc2c1c(=O)[nH]c(=O)n2CC(C)C was read as HePTP inhibitor 5.0 and BAP1 block 105.0.
For CSc1nc(=S)n(-c2ccc([N+](=O)[O-])cc2)c(C)c1C(C)=O the results were HePTP inhibitor 2.2.
CCc1c(C)sc(NC(=O)c2c(-c3ccccc3Cl)noc2C)c1C(=O)OC was read as HePTP inhibitor 3.8.
Screening Cc1ccc(S(=O)(=O)N2CCCC2C(=O)Nc2ccc([N+](=O)[O-])cc2)cc1 (stereo unspecified) returned HePTP inhibitor 5.5.
`O=C1C(=O)N(c2ccccn2)C(c2cccc(Br)c2)/C1=C(\O)c1ccc(Cl)cc1` (stereo unspecified) gave HePTP inhibitor -1.5.
Screening COC(=O)C1=NN(C(=O)c2cccc([N+](=O)[O-])c2)C(O)(c2ccccc2)C1 (stereo unspecified) returned HePTP inhibitor 103.9*.
Screening COC(=O)c1ccc(NC(=O)c2ccccc2NS(C)(=O)=O)cc1 returned HePTP inhibitor 4.9 and BAP1 block 58.5.
`COc1ccc(-n2nc(C(=O)N3CCN(c4ccc(F)cc4)CC3)c3ccccc3c2=O)c(OC)c1` gave HePTP inhibitor 8.0 and BAP1 block 99.9.
`Cc1cccc(-c2cc3nc(-c4ccc([N+](=O)[O-])cc4)cc(=O)n3[nH]2)c1` gave HePTP inhibitor -6.5.
O=C(CCc1ccc(S(=O)(=O)N2CCOCC2)cc1)Oc1ccccc1 was read as HePTP inhibitor 9.9 and BAP1 block 126.6.
Screening CCOC(=O)C1CCN(c2c(NC3CCCc4ccccc43)c(=O)c2=O)CC1 (stereo unspecified) returned HePTP inhibitor 3.1 and BAP1 block 102.0.
`COC(=O)c1ccc(COc2ccc3c(C)c(C)c(=O)oc3c2C)o1` gave HePTP inhibitor 8.2.
Screening COc1cc(OC)c(C2C(C(=O)N3CCOCC3)=C(C)NC3=C2C(=O)CC(C)(C)C3)cc1OC (stereo unspecified) returned HePTP inhibitor 5.0 and BAP1 block 64.6.
Screening CC(=O)Oc1cccc(N2C(=O)c3ccc(C(=O)c4ccc5c(c4)C(=O)N(c4cccc(OC(C)=O)c4)C5=O)cc3C2=O)c1 returned HePTP inhibitor 2.5.
Screening CC1CCN(CCCNC(=O)Cc2c(C(=O)O)n(C)c3ccccc23)CC1 returned HePTP inhibitor 6.3 and BAP1 block 90.2.

The list goes on; it opens with the four that closed the last part.
`COC(=O)c1ccc(COc2ccc3c(C)c(C)c(=O)oc3c2C)o1` gave HePTP inhibitor 8.2.
Screening COc1cc(OC)c(C2C(C(=O)N3CCOCC3)=C(C)NC3=C2C(=O)CC(C)(C)C3)cc1OC (stereo unspecified) returned HePTP inhibitor 5.0 and BAP1 block 64.6.
Screening CC(=O)Oc1cccc(N2C(=O)c3ccc(C(=O)c4ccc5c(c4)C(=O)N(c4cccc(OC(C)=O)c4)C5=O)cc3C2=O)c1 returned HePTP inhibitor 2.5.
Screening CC1CCN(CCCNC(=O)Cc2c(C(=O)O)n(C)c3ccccc23)CC1 returned HePTP inhibitor 6.3 and BAP1 block 90.2.
Screening CCCC(=O)c1ccc(N2CCN(C(=O)c3ccccc3F)CC2)c(F)c1 returned HePTP inhibitor 9.9.
Screening COc1ccc(-c2c(N)nnc3c2[nH]c2ccccc23)cc1OC returned HePTP inhibitor 10.4.
For Cc1ccc(C(=O)N/C(=C\c2sccc2C)C(=O)NCCCN2CCOCC2)cc1 the results were HePTP inhibitor -0.3.
`O=C(O)CCC(=O)Nc1ccc(Br)cn1` gave HePTP inhibitor 24.5 and BAP1 block 103.0.
`Nc1nnc(CSc2ccc(Cl)cc2)s1` gave HePTP inhibitor 5.6 and BAP1 block 101.8.
Screening CC(NC(=O)C1CCC1)c1ccc(Cl)cc1 (stereo unspecified) returned HePTP inhibitor -7.6 and BAP1 block 75.4.
COc1cccc(-n2c(Cc3cc(=O)[nH]c(=O)[nH]3)nnc2SC(C)C)c1 was read as HePTP inhibitor -0.2 and BAP1 block 91.5.
`CC(=O)Nc1nc2ccccc2n1CCN(C)C` gave HePTP inhibitor -1.9&-7.8 and BAP1 block 93.2.
For CCOc1ccc(N/C(SC)=C(/C#N)C(N)=O)cc1 the results were HePTP inhibitor -0.8 and BAP1 block 90.9.
Screening O=C(CN1C(=O)CCSc2ccccc21)Nc1ccc2c(c1)OCCO2 returned HePTP inhibitor 6.4 and BAP1 block 100.0.
`CCN(C(=O)c1cc(OC)c(OC)c(OC)c1)c1ccccc1` gave HePTP inhibitor 6.9.
Cc1c(-c2ccco2)[n+](=O)c2c(n1[O-])CCC2 was read as HePTP inhibitor 0.9 and BAP1 block 107.7.
Screening CC1=NN(c2ccccc2)C(=O)/C1=C\c1ccc(-c2ccc3c(c2)C(=O)NC3=O)o1 returned HePTP inhibitor 11.7.
O=C1C(Cl)=C(N2CCOCC2)C(=O)N1CCc1ccccc1 was read as HePTP inhibitor 10.9 and BAP1 block 101.6.
For COc1cccc(C(=O)Nc2ccc(OC)c(OC)c2)c1 the results were HePTP inhibitor 12.0.
Cc1ccc(NC(=O)c2c(NC(=O)c3cccs3)sc3c2CCCCC3)c(C)c1 was read as HePTP inhibitor 16.6.
Cc1ccccc1N1CCN(c2ncnc3c2cnn3Cc2ccc(Cl)cc2)CC1 was read as HePTP inhibitor -8.0 and BAP1 block 44.5*.
For CC(C)c1nc2n[nH]c(N)c2c2c1CCC2 the results were HePTP inhibitor 3.8 and BAP1 block 87.0.
CCOC(=O)c1[nH]c2ccc(F)cc2c1NC(=O)C1=COCCO1 was read as HePTP inhibitor 7.9 and BAP1 block 168.6.
`Cc1cc(=O)oc2cc(OC(C)C(=O)O)c(Cl)cc12` (stereo unspecified) gave HePTP inhibitor 7.2.
`O=C(N/N=C/c1ccc(Cl)c([N+](=O)[O-])c1)c1ccccn1` gave HePTP inhibitor 7.5.
`NS(=O)(=O)c1ccc(CNC(=O)NC2(c3ccccc3)CC2)cc1` gave HePTP inhibitor 4.7 and BAP1 block 100.5.
`Cc1ccc(N(CC(O)CN2CCOCC2)S(=O)(=O)c2ccc3ccccc3c2)cc1` (stereo unspecified) gave HePTP inhibitor 12.5 and BAP1 block 122.7.
Screening CCCOC(=O)c1ccc(Oc2c(-c3ccc(OCC)cc3O)n[nH]c2C)cc1 returned HePTP inhibitor 2.1 and BAP1 block 76.9.
CCOc1ccc2c(=O)c(-c3nc4ccccc4s3)coc2c1 was read as HePTP inhibitor 6.4.
`O=C(NCCOc1ccccc1F)c1cc(F)c(F)cc1Cl` gave HePTP inhibitor -13.3.
Screening COc1ccc(NC(=O)C2C3C=CC(C3)C2C(=O)NCc2ccco2)cc1 (stereo unspecified) returned HePTP inhibitor 8.0 and BAP1 block 75.5.
For COc1ccc(S(=O)(=O)CCC(=O)O)cc1 the results were HePTP inhibitor 10.6 and BAP1 block 95.0.
CCOc1ccccc1OCC(=O)NN was read as HePTP inhibitor 2.9.
For CCOc1cc(OCC)cc(C(=O)Nc2ccc(Br)cc2)c1 the results were HePTP inhibitor 6.2.
`Cn1c(CSc2ncccn2)nnc1SCC(=O)N1CCCCC1` gave HePTP inhibitor 7.0 and BAP1 block 98.7.
COc1ccccc1N1C(=O)c2ccc3c4c(ccc(c24)C1=O)CC3 was read as HePTP inhibitor 8.5.
`CCCCCCNc1cc(C)oc(=O)c1C(C)=O` gave HePTP inhibitor 3.7.
c1cnc2cc3c(cc2n1)Nc1nonc1N3 was read as HePTP inhibitor -19.6.
O=C(NCc1ccco1)c1cccc(-c2nnc(-c3ccccc3)o2)c1 was read as HePTP inhibitor 1.7 and BAP1 block 78.1.
Screening CN(C)c1ccc(C(O)Cc2nc3ccccc3n2C)cc1 (stereo unspecified) returned HePTP inhibitor -1.3.
CCOC(=O)C1C(=O)CC(C)(O)C(C(=O)OCC)C1c1cccs1 (stereo unspecified) was read as HePTP inhibitor 4.4 and BAP1 block 90.9.
For COc1ccc2[nH]c(=O)c(C(c3nnnn3C(C)(C)C)N(Cc3ccco3)CC3CCCO3)cc2c1 (stereo unspecified) the results were HePTP inhibitor -0.6.
`O=C(CCCOc1ccccc1)Nc1ccccc1C(F)(F)F` gave HePTP inhibitor 2.8.
Screening CC(=O)Nc1ccc(SCC(=O)c2cc(C)n(Cc3cccs3)c2C)cc1 returned HePTP inhibitor 4.9 and BAP1 block 87.0.
`CC(=O)Nc1ccc(N2C(=O)C3C4C=CC(CC4)C3C2=O)cc1` (stereo unspecified) gave HePTP inhibitor 9.5 and BAP1 block 75.8.
O=C(O)c1ccccc1C(=O)n1cnc2ccccc21 was read as HePTP inhibitor 1.7.
For CCOC(=O)C1=C(C)N=c2s/c(=C\c3ccc4ccccc4n3)c(=O)n2C1c1ccccc1 (stereo unspecified) the results were HePTP inhibitor 8.5.
Screening O=C(NCCN1CCN(c2ccccc2)CC1)c1cccn2c(=O)c3cc(Cl)ccc3nc12 returned HePTP inhibitor -3.4 and BAP1 block 103.0.
Screening COc1ccc(S(=O)(=O)Nc2nc3ccccc3s2)cc1[N+](=O)[O-] returned HePTP inhibitor -0.1.
Screening CCOc1ccc2nc(SCC(=O)Nc3cc(Cl)ccc3Cl)sc2c1 returned HePTP inhibitor -0.1.
`Cc1ccc(-c2nc3cc(NC(=O)COc4ccccc4C)ccc3o2)cc1` gave HePTP inhibitor -5.1.
CC(C)COC(=O)C1C2C=CC3(CN(C(C)c4ccc(Br)cc4)C(=O)C13)O2 (stereo unspecified) was read as HePTP inhibitor 5.6 and BAP1 block 76.3.

Fetched by compound from the list above, 3 records:
`O=C1C(=O)N(c2ccccn2)C(c2cccc(Br)c2)/C1=C(\O)c1ccc(Cl)cc1` (stereo unspecified) gave HePTP inhibitor -1.5.
Screening Cc1ccc(S(=O)(=O)N2CCCC2C(=O)Nc2ccc([N+](=O)[O-])cc2)cc1 (stereo unspecified) returned HePTP inhibitor 5.5.
Screening CN(C)c1ccc(C(O)Cc2nc3ccccc3n2C)cc1 (stereo unspecified) returned HePTP inhibitor -1.3.

Continued:
COc1ccc2c(c1)OCC/C2=N/OC(=O)c1ccc(Cl)cc1 was read as HePTP inhibitor 13.1.
`COc1cc(C(=O)Nc2ccccc2OC(C)C)cc(OC)c1OC` gave HePTP inhibitor 4.3.
Screening Cc1ccc2c(Cl)c(C(=O)N3CCN(c4ccc(Cl)cc4)CC3)sc2c1 returned HePTP inhibitor -12.9.
`COc1cc(CN2CCN(C(=O)c3ccccc3)CC2)cc(OC)c1O` gave HePTP inhibitor 4.4.
For CCOC(=O)c1cnn(-c2nc(CC)nc3sc4c(c23)CCC4)c1N the results were HePTP inhibitor 8.6.
Screening Cc1ccc(S(=O)(=O)N(C)CC(=O)N2CCc3ccccc32)cc1 returned HePTP inhibitor 2.2 and BAP1 block 93.5.
Cc1nc(-c2ccc(Br)cc2)[nH]c(=O)c1C was read as HePTP inhibitor 9.1.
O=C(CN1CCN(Cc2ccc3c(c2)OCO3)CC1)N1CCc2[nH]c3ccccc3c2C1 was read as HePTP inhibitor 5.6 and BAP1 block 122.3.
`CC1CC(Nc2ccccc2)c2ccccc2N1C(=O)c1cccc(Br)c1` (stereo unspecified) gave HePTP inhibitor 2.8.
COc1ccc(OCC(=O)Nc2cccc(C(C)=O)c2)cc1 was read as HePTP inhibitor 0.7&-5.0 and BAP1 block 101.3.
Screening CC(C)c1nnc(NC(=O)CCC(=O)N2CCN(C3CCCCC3)CC2)s1 returned HePTP inhibitor 5.1 and BAP1 block 100.0.
Cc1c(NC(=O)CCN2C(=O)c3ccccc3C2=O)c(=O)n(-c2ccccc2)n1C was read as HePTP inhibitor -7.2&5.7 and BAP1 block 103.9.
Screening Cc1c(NC(=O)CC2CC(C)OC2=O)c(=O)n(-c2ccccc2)n1C (stereo unspecified) returned BAP1 block 110.9.
CN(C(=O)COC(=O)c1nc(-c2ccccc2)n(-c2ccccc2)n1)C1CCS(=O)(=O)C1 (stereo unspecified) was read as HePTP inhibitor -3.9 and BAP1 block 108.1.
C=C(C)Cn1c(SCC(=O)c2ccc(OC)cc2)nnc1-c1ccco1 was read as HePTP inhibitor -3.0.
Screening C=CCn1c(COc2ccc(Cl)cc2)nnc1SCC(=O)NCC(=O)OCC returned HePTP inhibitor 6.4 and BAP1 block 96.7.
`COC(=O)c1ccccc1NC(=O)NCc1ccccn1` gave HePTP inhibitor -7.3 and BAP1 block 78.3.
Screening O=S(CC(O)COCc1ccc(Cl)cc1)c1ccccn1 (stereo unspecified) returned HePTP inhibitor 5.7 and BAP1 block 86.0.
CCOC(=O)c1cccc(NC(=O)CCS(=O)(=O)c2cccc3nsnc23)c1 was read as HePTP inhibitor 5.7.
For CCOC(=O)N1CCN(C(=O)CSc2nc3c(c(=O)n2-c2ccccc2OC)SCC3)CC1 the results were HePTP inhibitor 1.4 and BAP1 block 93.7.
`Cc1cc(C=C2C(=O)c3ccccc3C2=O)c(C)n1-c1ccc(N2CCOCC2)cc1` gave HePTP inhibitor 9.2.
